TAG inh = inhibitors of triacylglycerol accumulation, primary screen, cell-based, uHTS, fluorescence, H9c2. H9c2 cells, Nile Red lipid (TAG) fluorescence; cells loaded with 200 µM oleic acid. inhibition, % at 12.5 µM. hit rate 0.66% among 230,000. AID 651582, 2012;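 active = pattern-corrected inhibition of lipid staining of at least 50% with the nuclear-stain viability signal not falling by more than 50%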;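 also: 0% = DMSO wells and 100% = triacsin C control wells; some results filed as inactive read as strong as hits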
TAG inh DAPI viability = also measured in TAG inh; calls as there; DAPI nuclei signal change (viability), lower = more cytotoxic, %;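 whole-well DAPI fluorescence read on a plate reader as a viability signal; minus 50 percent equals half of cells still viable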
An asterisk follows results filed as active; i = inactive. Some of the compounds tested; rates above refer to the full screens.

Fields: TAG inh | TAG inh DAPI viability
- Cc1oc(C(=O)Nc2ccc(O)cc2)cc1COc1ccccc1
  -26 | -7
- COc1ccc(S(=O)(=O)NC(CCSC)C(=O)NC2CCCCC2)cc1 (configuration not stated)
  1 | -6
- CCOc1cc(CNc2ncn[nH]2)ccc1OCC(=O)NC(C)(C)C
  3 | -5
- O=C(c1cc([N+](=O)[O-])cc([N+](=O)[O-])c1)N(Cc1nnc(-c2ccccc2Cl)o1)C1CC1
  -9 | 0
- O=C(COC(=O)c1cc(S(=O)(=O)N2CCOCC2)ccc1F)NCCc1ccc(F)cc1
  10 | -10
- O=[N+]([O-])/C=C\c1ccc(N2CCOCC2)cc1
  -2 | -3
- O=C(N/N=C/c1ccccc1C(=O)O)c1ccccc1Br
  0 | 7
- CN(C)C(=O)CCC(=O)N(C)CC1CCCN(CCc2ccc(F)cc2)C1 (configuration not stated)
  -4 | -3
- O=c1nc(N(c2ccccc2)c2ccccc2)[nH]c(=O)[nH]1
  8 | -2
- O=C(Cc1n[nH]c(=O)c2ccccc12)NCc1ccccn1
  -9 | 6
- CN(C)Cc1cccc([N+](=O)[O-])c1O
  -1 | 1
- Cc1cc(C(=O)OCC(=O)N(C)c2ccccc2)ccc1[N+](=O)[O-]
  3 | 1
- Cc1cc(N(C)C)ccc1N=Nc1ccc(N)cc1
  -12 | 0
- O=C1CN(c2ccccc2)C(=O)N1
  0 | 0
- COc1ccccc1N1CCN(C2CCCN(C(=O)CN3CCCCC3=O)C2)CC1 (configuration not stated)
  -23 | 7
- CCOC(=O)c1oc2ccccc2c1CSc1nnnn1-c1ccccc1
  -14 | 17
- Nc1csnc1C(=O)O
  -8 | 5
- COCCCNC(=S)N1CCN(c2nc(-c3ccc(F)cc3)cs2)CC1
  -2 | 1
- CC(=O)Nc1nc(-c2ccc([N+](=O)[O-])cc2)cs1
  17 | -10
- CCOC(=O)c1ccccc1Nc1cn(C(C)=O)c2ccccc12
  37 | -22
- CC1(C)CC(c2nc(-c3ccc([N+](=O)[O-])cc3)cs2)CCO1 (configuration not stated)
  -17 | -3
- COc1ccc([N+](=O)[O-])cc1NC(=O)C(C)OC(=O)CC1CCCC1 (configuration not stated)
  3 | -4
- Cc1nn(Cc2ccccc2Cl)c(C)c1C(=O)Nc1nnc(C2CC2)s1
  7 | 3
- O=C(Nc1ccccc1Cl)c1cc(C2CCCN(C(=O)c3ccccc3)C2)on1 (configuration not stated)
  1 | 0
- COC(=O)c1c(-c2cccc(C)c2)csc1NC(=O)C1CCCO1 (configuration not stated)
  0 | -4
- Cc1cccc(NC(=S)N2CCN(Cc3ccc4c(c3)OCO4)CC2)c1C
  -8 | 10
- COc1cccc(/C=C(\CC(=O)O)c2nc3ccccc3s2)c1
  6 | -2
- O=C(NNC(=S)Nc1ccc(Cl)cc1)c1cccs1
  3 | -6
- Cc1ccccc1CNC(=O)c1csc([C@@H]2C[C@H](O)[C@@H](CO)O2)n1
  13 | -7
- Cc1cc(C)c2c(NC(=O)CCl)nn(C)c2n1
  26 | 0
- CN(C)c1ccc(CCc2ccc(N)cc2)cc1
  0 | 2
- CC(C)=CC(=O)OCC(=O)Nc1cc(C)cc(C)c1
  -13 | 16
- O=C(c1ccc(F)cc1)N(c1ccccn1)C1CCCCC1
  17 | -3
- Cc1cccc(C)c1NC(=O)CSc1nnc(C)n1CC1CCCO1 (configuration not stated)
  1 | 17
- O=C(Cc1ccc(F)cc1)N[C@@H]1c2ccccc2CC[C@@H]1OCc1ccccc1
  -10 | 8
- CCc1nc2ccc(C(=O)NCC3CCCCC3)cn2c1N(CCC(C)C)CCN(C)C
  47 | -18
- CN1C(=O)C2(OCCCO2)c2cc(Cl)ccc21
  3 | -2
- O=[N+]([O-])c1cc([N+](=O)[O-])c(Oc2ccc(Br)cc2Br)cc1NN1CCCCC1
  19 | -6
- COc1cccc(N2CCN(C(=O)C3CCC(=O)N(C4CCCCCC4)C3)CC2)c1 (configuration not stated)
  -7 | -10
- O=Nc1c(-c2ccccc2)[nH]n(-c2ccccc2)c1=O
  -3 | -4
- CCn1cc(/C=C/C(=O)Nc2c(C)nn(Cc3ccccc3)c2C)cn1
  -3 | 1
- Cc1nonc1OC(C)CNCCNc1ccc([N+](=O)[O-])cc1 (configuration not stated)
  -9 | -11
- COCCN(CCOC)S(=O)(=O)c1ccc(C(=O)Nc2c(C)n(C)n(-c3ccccc3)c2=O)cc1
  -3 | 6
- COc1ccccc1N(C)S(=O)(=O)c1ccc(C(=O)NC(C)c2ccccc2)cc1 (configuration not stated)
  -10 | -4
- COc1cc2c(cc1NC(=O)COC(=O)CNC(=O)c1ccccc1)oc1ccccc12
  7 | 3
- Cc1c(C(=O)NCc2ccc3c(c2)OCO3)oc2ccc(S(=O)(=O)N3CCCCCC3)cc12
  -8 | -3
- COc1ccc(-c2cc(C(=O)N/N=C(\C)c3ccco3)c3ccccc3n2)c(OC)c1
  -21 | -6
- Cc1cc(=O)oc2cc(OCC(=O)Nc3ccc4[nH]c(=O)[nH]c4c3)ccc12
  -8 | 5
- O=C(CCCc1ccccn1)c1ccccc1
  -11 | -6
- Cc1ccc(CSc2nnc(CCCCCNC(=O)OC(C)(C)C)o2)cc1
  -15 | -6

Compound profiles, from the list above. Screens in order: TAG inh, TAG inh DAPI viability
Record of COc1ccc(-c2cc(C(=O)N/N=C(\C)c3ccco3)c3ccccc3n2)c(OC)c1 → -21, -6
Record of Cc1c(C(=O)NCc2ccc3c(c2)OCO3)oc2ccc(S(=O)(=O)N3CCCCCC3)cc12 → -8, -3
Record of Cc1ccc(CSc2nnc(CCCCCNC(=O)OC(C)(C)C)o2)cc1 → -15, -6
Record of O=C(CCCc1ccccn1)c1ccccc1 → -11, -6
Record of COc1ccccc1N(C)S(=O)(=O)c1ccc(C(=O)NC(C)c2ccccc2)cc1 (configuration not stated) → -10, -4

Other records.
Fields: TAG inh | TAG inh DAPI viability
- C[C@@H]1CN([C@H](C)CO)C(=O)CCCn2nncc2CO[C@H]1CN(C)S(=O)(=O)c1ccc(Oc2ccccc2)nc1
  -6 | -8
- COc1ccc(-c2cc3ccc(F)cc3cn2)cc1
  -11 | 5
- CN(C(=O)COC(=O)c1n[nH]c2ccccc12)c1ccccc1
  23 | 0
- CNC(=O)c1c(NC(=O)C(C)C)sc2c1CCC2
  7 | 1
- O=C(OCn1nnc2ccccc2c1=O)c1ccco1
  -1 | 1
- CCC/C=C1/CCCOC(C(=O)NCc2ccc(S(C)(=O)=O)cc2)(C(F)(F)F)C1 (configuration not stated)
  -10 | 6
- S=C(NCc1ccc(Cl)cc1)Nc1ccccc1Cl
  1 | 5
- Cc1cc(C(=O)NNC(=O)Nc2ccc(Cl)cc2)no1
  10 | -6
- CC(=O)Nc1ccc(Nc2ccc(S(=O)(=O)C(F)(F)F)cc2[N+](=O)[O-])cc1
  -16 | -7
- Cc1ccc2c(c1)S/C(=C/c1ccc[n+](CCO)c1)N2C
  -43 | 19
- C[C@H](NC(=O)c1nc[nH]c1C(=O)N[C@@H](Cc1ccccc1)C(=O)OCc1ccccc1)C(=O)OCc1ccccc1
  5 | 4
- CS(=O)(=O)c1ccc(Cl)c(NC(=O)CN2CCN(S(=O)(=O)/C=C/c3ccccc3)CC2)c1
  34 | -17
- O=C(NCc1ccc2c(c1)OCO2)Oc1ccccc1
  -9 | -1
- O=C(C1CCCN(S(=O)(=O)c2cccc3cccnc23)C1)N1CCN(c2ccccc2F)CC1 (configuration not stated)
  -7 | -7
- CN1CCN(S(=O)(=O)c2ccc(NC(=O)c3ccc(Br)o3)cc2)CC1
  -12 | 17
- COC(=O)c1ccc(Oc2nc(NC(C)C)nc(N(C)C)n2)cc1
  21 | -21
- Cc1cc(OC(=O)C2CC2)c([N+](=O)[O-])c(=O)[nH]1
  1 | 9
- CCC(=O)Nc1nc2ccc(NC(=O)c3cc(OC)c(OC)c(OC)c3)cc2s1
  10 | 3
- CCOC(=O)N1CCN(C(=O)c2ccc(S(=O)(=O)Nc3cccc(C(F)(F)F)c3)cc2)CC1
  -17 | 12
- COc1ccccc1N1CCN(Cc2ccc(-c3ccccc3[N+](=O)[O-])o2)CC1
  17 | 8

The list continues.
compound	TAG inh	TAG inh DAPI viability
COc1cc(N=c2oc3c(C)ncc(CO)c3cc2C(N)=O)cc(OC)c1OC	18	-1
CCCNC(=O)C1(C)CCCN(C(=O)Cc2ccc(OC)c(OC)c2)C1 (configuration not stated)	-7	3
COC(=O)C1=C(C(=O)OC)[C@@H]2Nc3ccccc3[C@@]23C[C@@H](C(=O)OC)N(C(=O)c2ccco2)C3=N1	0	2
Cc1cc(C)nc(SCc2ccc(C(=O)N/N=C/c3ccncc3)cc2)n1	-5	-1
COc1ccccc1C(=O)NCC(c1cccs1)N1CCc2ccccc21 (configuration not stated)	-24	-2
c1ccc(CNCCCNCCCCNCCCNCc2ccccc2)cc1	126	-71
CCOC(=O)c1cc2ccc(OC)c(OC)c2c(=O)s1	13	-5
CCO[C@@H]1OC(C(=O)NC2CC2)=C[C@H](c2ccc(C(F)(F)F)cc2)[C@H]1CCCO	23	-9
O=C1N=C(N2CCCCC2)S/C1=C\c1ccncc1	9	-13
O=C(NCc1cccs1)Nc1ccc2c(c1)OCO2	4	-3
CCOC(=O)C1=C(C)NC(=O)NC1c1ccc(N(CC)CC)cc1 (configuration not stated)	-1	-5
CCn1c(=O)cc(OCC(=O)NC(C)c2ccc3c(c2)OCCO3)c2ccccc21 (configuration not stated)	-1	2
O=C(N/N=C/c1cccc([N+](=O)[O-])c1)C1CC(=O)N(c2ccc(Cl)cc2)C1 (configuration not stated)	-21	10
Cc1nn(C(C)C(=O)Nc2ccc3c(c2)OCO3)c(C)c1[N+](=O)[O-] (configuration not stated)	5	-3
O=C(O)CCCNS(=O)(=O)c1cccc2nsnc12	18	-2
Cc1c(Cl)cccc1NC(=O)CSc1nc(=O)n(CCCN2CCOCC2)c2c1CCCC2	1	-3
CC(=O)N1CC[n+]2c(-c3ccc(Cl)cc3)csc21	-3	-7
Cn1c(=O)c2[nH]c(CCCc3ccc([N+](=O)[O-])cc3)nc2n(C)c1=O	-6	7
O=C(COC(=O)Cc1c(Cl)cccc1Cl)NCc1ccco1	0	57
COC(=O)c1cccc(NC(=O)CN2C(=O)C3CCCCC3C2=O)c1 (configuration not stated)	5	5

Pulled by compound from above:
compound	TAG inh	TAG inh DAPI viability
Cc1cc(C)nc(SCc2ccc(C(=O)N/N=C/c3ccncc3)cc2)n1	-5	-1
Cc1cccc(NC(=S)N2CCN(Cc3ccc4c(c3)OCO4)CC2)c1C	-8	10
COCCN(CCOC)S(=O)(=O)c1ccc(C(=O)Nc2c(C)n(C)n(-c3ccccc3)c2=O)cc1	-3	6
CC(=O)N1CC[n+]2c(-c3ccc(Cl)cc3)csc21	-3	-7
COc1cc(N=c2oc3c(C)ncc(CO)c3cc2C(N)=O)cc(OC)c1OC	18	-1

The listing continues.
compound	TAG inh	TAG inh DAPI viability
S=C(Nc1ccc(Cl)cc1Cl)Nn1cnnc1	3	-1
Cc1ccc(C(=O)NC(NCc2ccco2)C(Cl)(Cl)Cl)cc1 (configuration not stated)	-10	-11
CCOc1ccc(S(=O)(=O)N2CCN(C(=O)CCOc3ccccc3C)CC2)cc1	1	-3
O=C(N/N=C/c1coc2ccccc2c1=O)c1cc(O)cc(O)c1	-2	5
Cc1ccc(N(CCC#N)C(=O)COC(=O)C2CCN(S(=O)(=O)c3ccc(C)c(C)c3)CC2)cc1	17	2
Cc1cccn2c(=O)c(C=O)c(N3CCN(C)CC3)nc12	13	-10
Cc1cc(Cn2nc(-c3ccccc3)cc2C(=O)NCc2cccc(C(F)(F)F)c2)on1	-9	-4
O=C(CSc1nnc2sc3ccccc3n12)NCc1ccc2c(c1)OCO2	-7	0
Cc1c(NS(=O)(=O)c2cccc(C(=O)N3CCC(C(N)=O)CC3)c2)c(=O)n(-c2ccccc2)n1C	9	0
COC(=O)C1(S(=O)(=O)c2cccc3nsnc23)CC1	-7	7
CNC(=S)N/N=C1\C(=O)c2cccc3cccc1c23	-1	-7
CC(C)(C)OC(=O)NCc1ccc(CNC(=O)c2nc[nH]c2C(=O)NCc2ccc(CNC(=O)OC(C)(C)C)cc2)cc1	-13	7
CCOC(=O)CC1(c2ccc(OC)c(OC)c2)C(=O)c2ccccc2C1=O	-31	0
CCCCC(=O)Nc1nnc(/C=C/c2ccc(OC)cc2)s1	-5	4
c1ccc(C2=NN(c3ccccc3)C(c3ccco3)C2)cc1 (configuration not stated)	-10	i
CC(C)CNc1nnnc2c1sc1nc(N3CCOCC3)c3c(c12)CCCC3	22	2
COc1ccccc1CNC(=O)CN(C)CC(=O)Nc1ccccc1Br	-1	2
COCCNc1oc(-c2ccc(Cl)cc2)nc1C#N	-12	19
CCCCCC(=O)N1CCN(c2ccc(C(C)=O)cc2F)CC1	2	9
O=C(c1ccc2ccccc2c1O)N1CCCCC1	-7	9
Cc1ccc(-c2ccc(C(=O)Nc3cccc(F)c3)o2)c2ccccc12	35	0
CCN(C[C@H]1N[C@@](C)(C(=O)OC)[C@H]2C(=O)N(C)C(=O)[C@@H]12)S(=O)(=O)c1ccc(C(F)(F)F)cc1	8	0
CC(OC(=O)c1ccc(S(=O)(=O)N2CCCCC2)cc1)C(=O)NC1CCCCC1C (configuration not stated)	7	-2
COc1cc(/C=C/C(=O)O)ccc1S(=O)(=O)N1CCCc2ccccc21	15	-3
CCOC(=O)C1=C(C(=O)OCC)N(CC2CCCCC2)CCC1=O	8	-2
FC(F)(F)c1cccc(Nc2ncnc3ccccc23)c1	-7	12
CCC1(CC)NC(=O)N(CC(=O)OCn2nnc3ccccc3c2=O)C1=O	15	-7
CCOC(=O)c1c(NC(=O)COC(=O)Cc2n[nH]c(=O)c3ccccc23)sc(C(=O)N(C)C)c1C	2	24
CCOC(=O)c1ccc2[nH]c3c(c2c1)CCCC3	8	13
COc1cc(/C=N/c2oc(-c3ccccc3)cc2C#N)ccc1O	11	-11

Screens from PubChem.
